Source: PubChem (NMMLSC)
CR mimetic SO – reduction of superoxide in aged yeast, primary screen, HTS; actives 0.18% (n = 330,000); superoxide response (% of plate mean), % at 10 µM; S. cerevisiae aged cells, superoxide DHE fluorescence; stronger effect = lower value; AID 2690, 2010;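 active means superoxide response under a set limit, about three screen SD below normal, cut at about 65% in these data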;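 further: yeast aged for seven days with compound at 30 °C before DHE staining; 100% = average MFI of all compound-treated wells on the plate with controls excluded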
CIT2-GFP yeast – modulators of CIT2-GFP expression in yeast, primary screen, S. cerevisiae, GFP fusion, multiplex flow cytometry, MLPCN library. S. cerevisiae CIT2-GFP strain, 3 h; 100 means same as DMSO wells. GFP response vs DMSO, % at 10 µM. actives 0.065% (n = 320,000). AID 2029, 2009;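 active means GFP response relative to DMSO above a set limit, near the screen mean plus 3 SD, cut at about 150% in these data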;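 further: ratio of well median GFP fluorescence to mean of DMSO wells on the plate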
AGP1 TOR yeast – modulators of AGP1-GFP expression in yeast TOR pathway, primary screen, cell-based, multiplex flow cytometry, S. cerevisiae, MLPCN library; actives 0.02% (n = 320,000); GFP response vs DMSO, % at 10 µM; 3 h; GFP as percent of DMSO wells;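 active means GFP response relative to DMSO above a set limit, near screen average plus 3 SD, cut at about 150% in these data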;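 further: median GFP channel fluorescence of the gated AGP1 strain per well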
LAP4-GFP MLPCN – modulators of LAP4-GFP expression in yeast, primary screen, S. cerevisiae, multiplex flow cytometry, MLPCN library | 3 h; median GFP as percent of DMSO wells | GFP response vs DMSO, % at 10 µM | actives 0.34% (n = 320,000);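 active means GFP response vs DMSO above a set limit, about the screen mean plus 3 SD, cut at about 150% in these data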
RPL19A-GFP yeast – RPL19A-GFP expression modulators in yeast, primary screen, cell-based, S. cerevisiae, multiplex flow cytometry, MLPCN | S. cerevisiae RPL19A-GFP strain, 3 h; stronger effect = lower value | percent response vs DMSO, % at 10 µM | actives 0.3% (n = 330,000);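 active means percent response vs DMSO below 50%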;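 further: median channel GFP fluorescence of the barcoded RPL19A-GFP strain; ratio of sample median GFP to plate DMSO average so 100% = DMSO; lower means less RPL19A-GFP as with rapamycin TOR inhibition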
GRK2 aptamer HTS – compounds blocking aptamer binding on GRK2 – biochemical, human GRK2, bead flow cytometry, HTS, primary screen; Beta-adrenergic receptor kinase 1 (Homo sapiens), P25098; FAM-aptamer displacement from GRK2; inhibition of aptamer binding, % at 10 µM; actives 0.59% (n = 330,000); AID 488847, 2010;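 active means inhibition of aptamer binding above 40%, roughly 3 SD of noise, on plates passing a quality check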;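 further: median bead fluorescence of bound FAM aptamer so fluorescent compounds give negative values; no value below 0 was filed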
MEP2-GFP yeast – modulators of MEP2-GFP levels in yeast, primary screen, S. cerevisiae, multiplex flow cytometry, MLPCN library. S. cerevisiae MEP2-GFP strain, 3 h; 100% = DMSO control level. GFP response vs DMSO, % at 10 µM. actives 0.51% (n = 330,000);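 active means GFP response versus DMSO above a set limit, roughly screen mean plus 3 SD, cut at about 180% in these data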;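 further: median GFP fluorescence of the barcode-gated MEP2-GFP cells per well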
VLA-4 inh – inhibition in human VLA-4 binding assay, primary screen, VLA-4 allosteric modulator project, MLPCN library, flow cytometry, VLA-4 expressing cells | AID 2557, 2010 | Integrin alpha-4 (Homo sapiens), P13612 | actives 0.2% (n = 330,000) | ligand binding flow cytometry | inhibition, % (about 7 µM as worked out from the volumes in the protocol); in the data active means inhibition above about 50%
Target sequence (P13612 whole entry, looked up): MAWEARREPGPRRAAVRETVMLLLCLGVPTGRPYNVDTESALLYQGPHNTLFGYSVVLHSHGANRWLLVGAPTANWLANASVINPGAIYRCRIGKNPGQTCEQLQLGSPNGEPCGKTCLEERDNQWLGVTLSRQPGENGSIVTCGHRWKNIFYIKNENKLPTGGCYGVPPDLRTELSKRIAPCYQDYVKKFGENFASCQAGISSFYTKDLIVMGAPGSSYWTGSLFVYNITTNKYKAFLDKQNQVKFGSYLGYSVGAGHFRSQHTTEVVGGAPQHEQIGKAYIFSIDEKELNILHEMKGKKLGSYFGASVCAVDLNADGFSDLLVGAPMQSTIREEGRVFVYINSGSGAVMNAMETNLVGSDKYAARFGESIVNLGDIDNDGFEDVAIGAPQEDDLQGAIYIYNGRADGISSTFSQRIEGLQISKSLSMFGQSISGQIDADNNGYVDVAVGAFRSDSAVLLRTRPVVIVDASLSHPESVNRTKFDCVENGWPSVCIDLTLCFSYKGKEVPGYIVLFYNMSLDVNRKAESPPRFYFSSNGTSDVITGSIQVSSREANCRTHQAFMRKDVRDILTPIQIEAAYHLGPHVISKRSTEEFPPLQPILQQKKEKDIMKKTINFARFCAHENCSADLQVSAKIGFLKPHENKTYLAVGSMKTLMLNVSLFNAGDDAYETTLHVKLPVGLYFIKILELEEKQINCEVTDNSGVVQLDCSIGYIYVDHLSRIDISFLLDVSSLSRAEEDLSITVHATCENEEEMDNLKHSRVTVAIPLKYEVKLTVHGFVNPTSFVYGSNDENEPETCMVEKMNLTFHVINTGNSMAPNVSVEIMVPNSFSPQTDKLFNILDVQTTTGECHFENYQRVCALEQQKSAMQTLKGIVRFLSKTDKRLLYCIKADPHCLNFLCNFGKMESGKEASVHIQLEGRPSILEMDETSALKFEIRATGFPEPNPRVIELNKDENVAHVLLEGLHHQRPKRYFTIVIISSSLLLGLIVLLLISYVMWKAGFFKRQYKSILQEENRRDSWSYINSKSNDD
Active calls of the source: *; nt = no result given. Not a hit list; overall some 1.7% were active at least once.

SMILES	CR mimetic SO	CIT2-GFP yeast	AGP1 TOR yeast	LAP4-GFP MLPCN	RPL19A-GFP yeast	GRK2 aptamer HTS	MEP2-GFP yeast	VLA-4 inh
COc1ccccc1Oc1nc(-c2cccnc2)nc2ccccc12	88	105	93	115	115	3	107	3
C#CCOCCOCCOCCNc1nc(N2CCN(C(=O)[C@H](CCCCN)n3cc(CN)nn3)CC2)nc(N2CCN(C(=O)[C@H](CCC(=O)O)n3cc(CN)nn3)CC2)n1	103	95	89	85	88	0	87	-10
CCOc1ccc(NC(=O)NCCCSC2CCCCC2)cc1	97	102	95	96	nt	0	99	-4
O=C(Cn1nnc(-c2ccccc2Cl)n1)Nc1cccc(S(=O)(=O)N2CCCC2)c1	103	93	101	105	99	0	98	7
O=C(CSc1cn[nH]n1)Nc1cccc(C(F)(F)F)c1	112	94	98	95	104	2	100	3
N#Cc1c(-c2cccs2)cc(-c2ccccn2)nc1N	101	109	62	90	98	6	93	3
CN(Cc1ccccc1)S(=O)(=O)c1ccc(OCC(=O)NCc2ccccn2)cc1	86	99	105	93	99	0	103	-9
c1coc(-c2nn3c(Cn4nnc5ccccc54)nnc3s2)c1	89	106	105	104	101	0	106	0
COc1ccc(CCNC(=O)C(=O)NCc2ccc(C(C)C)cc2)cc1OC	78	101	102	95	101	0	99	-5
O=C(COC(=O)CCSc1ccccc1)Nc1ccccc1	91	107	94	99	97	0	99	-3
CC(C(=O)NC1CCS(=O)(=O)C1)N1C(=O)/C(=C/c2ccc(Cl)cc2)SC1=S (stereo not drawn)	124	94	97	108	95	3	96	4
CC(C)(C)C1CCC(=NNS(=O)(=O)c2ccc(Br)cc2)CC1 (stereo not drawn)	108	88	93	94	94	3	105	5
Cc1ccccc1C(=O)NC(CC(C)C)C(=O)N1CCN(c2ccccc2)CC1 (stereo not drawn)	110	103	104	97	110	2	111	49
CCN(CC)/C(N)=N/c1nc(C)cc(C)n1	96	102	99	102	97	0	100	-13
CCCCn1cnc2c(c(-c3ccccc3)c(-c3ccccc3)n2Cc2ccco2)c1=N	94	98	103	110	96	0	94	6
CN(C)c1ncnc(N(C)C)c1[N+](=O)[O-]	103	103	105	112	91	2	91	-8
O=C(Nc1ccccc1O)c1ccc2c(c1)C(=O)N(Cc1ccco1)C2=O	103	104	102	72	120	3	103	3
CSc1nc2c(c(=O)[nH]c(=O)n2C)n1Cc1ccccc1Cl	109	95	93	85	97	4	103	13
COCCn1nnnc1C(c1cccs1)N1CCN(c2ccccc2)CC1 (stereo not drawn)	100	111	107	106	103	3	99	-19
COCCNC(=O)CN(C(=O)CCC(=O)Nc1ccccn1)c1ccc(F)c(Cl)c1	100	99	108	105	104	1	101	19
COc1ccc(C(=O)NC(=S)Nc2ccc3c4c(cccc24)CC3)cc1OC	114	111	104	97	112	7	113	-20
Cc1cc(C)cc(Oc2ccccc2/C=C\C(=O)O)c1	90	90	97	116	100	1	101	1
CCn1c(C)c(C)c2cc(C(=O)NCCCN3CCOCC3)ccc21	114	99	98	89	96	3	103	-41
Cc1ccc(Cl)c(OCC(=O)Nc2ccc3c(c2)OCCO3)c1	112	98	101	114	101	0	108	4
COc1cc(-c2nc(C)c(C(C)=O)n2O)ccc1OCC(=O)Nc1ccc(F)cc1	95	96	99	116	99	3	102	14
O=c1cc(CSc2nnc(COc3ccccc3)o2)c2ccccc2[nH]1	99	84	95	104	93	3	97	18
O=C(Cn1ccc(NC(=O)OCc2ccccc2)nc1=O)NCc1ccc2[nH]ccc2c1	67	93	92	85	85	1	84	11
Cc1noc(C)c1C(=O)Nc1nc(-c2ccc(F)cc2)cs1	105	96	95	102	95	3	96	-8
CCN(CC)S(=O)(=O)c1ccc(NC(=O)COC(=O)c2ccc(-n3nc(C)cc3C)cc2)cc1	85	99	98	102	94	0	100	7
O=C(CSc1nncc2ccccc12)N1CCOCC1	96	100	106	93	102	0	102	4

Reprinted at random: 2 records from the list.
SMILES	CR mimetic SO	CIT2-GFP yeast	AGP1 TOR yeast	LAP4-GFP MLPCN	RPL19A-GFP yeast	GRK2 aptamer HTS	MEP2-GFP yeast	VLA-4 inh
O=C(Cn1ccc(NC(=O)OCc2ccccc2)nc1=O)NCc1ccc2[nH]ccc2c1	67	93	92	85	85	1	84	11
O=C(Nc1ccccc1O)c1ccc2c(c1)C(=O)N(Cc1ccco1)C2=O	103	104	102	72	120	3	103	3

Additional records
SMILES	CR mimetic SO	CIT2-GFP yeast	AGP1 TOR yeast	LAP4-GFP MLPCN	RPL19A-GFP yeast	GRK2 aptamer HTS	MEP2-GFP yeast	VLA-4 inh
COc1ccc(-c2ccc(CCC(=O)O)o2)cc1	92	96	93	137	108	2	110	19
CCC(C)(C)NC(=O)C(c1ccc(C)o1)N(Cc1cccs1)C(=O)Cn1nnc2ccccc21 (stereo not drawn)	99	95	97	93	96	2	100	-2
c1ccc2c(CSCCc3ccncc3)cccc2c1	91	93	98	96	96	0	91	10
NS(=O)(=O)c1ccc(NC(=S)NCc2ccc(F)cc2)cc1	108	102	108	101	103	2	106	-5
CCN1CCCC1CNCc1cccc(OC)c1OCc1ccccc1F (stereo not drawn)	102	59	68	96	102	0	92	-6
Cc1ccc(Oc2ncccc2CO)cc1	85	99	105	102	97	0	103	4
CCCOC(=O)Cn1cnc2scc(-c3ccc(C)cc3)c2c1=O	96	105	105	89	105	2	106	1
CCn1c(SCC(=O)NCCc2ccccc2)nc2c(c1=O)SC(C)C2 (stereo not drawn)	94	119	104	104	99	3	95	-16
COc1ccc(-n2nnnc2-c2cn(C)nc2C(F)(F)F)cc1	105	103	105	94	96	2	95	1
O=C(Nc1ccc(Cl)cc1)N1CCCC(Cn2cccc2)C1 (stereo not drawn)	111	84	89	96	95	0	94	36
Cc1cc(Cl)ccc1OCC(=O)OC(C)C(=O)N(C)C (stereo not drawn)	91	97	109	122	104	6	128	1
CCOC(=O)c1cc2cc(CC(=O)c3ccc(OCC)cc3O)ccc2o1	103	nt	106	99	104	4	105	-4
Cc1ccc(CNC(=O)CN2C(=O)COc3ccc(S(=O)(=O)N4CCCCC4)cc32)o1	83	101	98	99	102	0	106	0
CC(C)(C)c1cc(-c2csc(Nc3ccccc3)[n+]2Cc2ccc(C(=O)O)cc2)cc(C(C)(C)C)c1O	96	100	96	88	96	0	101	-55
CCN1CCN(S(=O)(=O)c2ccc(F)c(C(=O)Nc3c(F)cc(F)cc3Br)c2)CC1	107	111	99	96	101	0	100	24

Of the compounds above, two have a tert-butyl group.
SMILES	CR mimetic SO	CIT2-GFP yeast	AGP1 TOR yeast	LAP4-GFP MLPCN	RPL19A-GFP yeast	GRK2 aptamer HTS	MEP2-GFP yeast	VLA-4 inh
CC(C)(C)C1CCC(=NNS(=O)(=O)c2ccc(Br)cc2)CC1 (stereo not drawn)	108	88	93	94	94	3	105	5
CC(C)(C)c1cc(-c2csc(Nc3ccccc3)[n+]2Cc2ccc(C(=O)O)cc2)cc(C(C)(C)C)c1O	96	100	96	88	96	0	101	-55

(listing goes on)
SMILES	CR mimetic SO	CIT2-GFP yeast	AGP1 TOR yeast	LAP4-GFP MLPCN	RPL19A-GFP yeast	GRK2 aptamer HTS	MEP2-GFP yeast	VLA-4 inh
O=C(CCCN1C(=O)/C(=C/c2ccco2)SC1=S)Nc1ccccc1C(=O)O	118	104	108	108	106	11	99	6
COc1cc(/C(C)=N/Nc2ccc(C(=O)O)cc2)cc(OC)c1OC	96	103	99	96	103	71*	99	7
CCCCC(=O)Nc1ccc(C(=O)NNC(=O)c2ccccc2Br)cc1	95	94	106	104	100	2	109	1
CC(C)C[C@H](NC(=O)OC(C)(C)C)C(=O)N1CCC(C(=O)N[C@@H](Cc2c[nH]c3ccccc23)C(=O)O)CC1	90	94	89	91	96	2	101	10
Cc1nc(CSc2nsc(C)c2C#N)cs1	91	93	100	110	100	2	109	2
O=C(Cc1n[nH]c(=O)c2ccccc12)OCC(=O)c1ccccc1Cl	97	88	99	106	95	4	100	5
Cc1ccccc1NC(=O)c1ccc(N/N=C/c2ccccc2O)c([N+](=O)[O-])c1	102	102	105	103	nt	2	105	18
C/C(=N\Nc1nc(Nc2ccccc2)nc(N2CCOCC2)n1)c1cccs1	91	91	94	106	98	0	108	9
CCCCCCCCCCOC(=O)Cn1c(COc2ccccc2OC)[n+](C)c2ccccc21	104	104	105	92	100	0	102	6
CCOC(=O)c1ccccc1NC(=O)CSc1nnc(Cc2cccn2C)n1-c1ccc(C)cc1	116	97	101	98	103	8	103	22
S=C(NCc1ccco1)N1CCN(c2ccccn2)CC1	98	88	102	101	98	1	99	4
Cc1cccc(C)c1NC(=O)Cn1nc(C)n2cccc2c1=O	114	97	96	89	99	0	91	0
CCc1ccccc1NC(=O)CNC(=O)c1n[nH]c(=O)c2ccccc12	75	101	110	111	107	6	116	5
CC(C)N1CCC(N2CCN(Cc3ccc(-c4ccccc4Cl)o3)CC2CCO)CC1 (stereo not drawn)	122	94	100	106	99	0	104	10
CS(=O)(=O)N1CCC(C(=O)NCc2ccc(Cl)cc2Cl)CC1	89	99	101	107	97	0	98	-7
COc1ccc(S(=O)(=O)Oc2cccc(C(=S)N3CCOCC3)c2)cc1	115	92	98	99	100	1	103	-10
Cc1nc(C(C)NC(=O)CCc2nnc(-c3ccsc3)o2)cs1 (stereo not drawn)	99	99	109	104	97	0	102	13
CCN1CCN(C(=O)Cn2ncc3c2-c2ccccc2OC3)CC1	109	96	92	114	102	0	97	8
Cc1nc2ccccc2nc1OCC(=O)Nc1cc(C(F)(F)F)ccc1N1CCOCC1	80	106	102	94	nt	0	86	0
CCC(=O)Oc1ccc2c(C)cc(=O)oc2c1C(=O)c1ccccc1	126	99	102	94	100	0	106	23
Cc1cccc(C)c1NC(=O)CC1SC2=NCCN2C1=O (stereo not drawn)	107	96	103	104	97	1	100	4
Cc1nn(C)cc1/C=N\NC(=O)c1csc2c1CCCC2	103	95	97	87	98	0	84	-7
CCn1nc(NC(=O)COC)c2cc3cc(C)ccc3nc21	95	102	97	95	109	0	110	6
CC(C)(CO)N=C1NS(=O)(=O)c2cc([N+](=O)[O-])ccc21	138	101	98	101	102	0	105	0
Cc1ccccc1C1CC(c2ccccc2OC(F)F)Nc2ncnn21 (stereo not drawn)	88	113	102	105	105	0	112	8
CCNC(=S)N/N=C/c1cn(Cc2ccccc2F)c2ccccc12	78	100	97	103	104	0	94	16
CC(=O)Nc1ccc(S(=O)(=O)NC2=C(N3CCN(Cc4ccccc4)CC3)C(=O)c3ccccc3C2=O)cc1	159	98	104	101	100	6	103	24
CC(=O)c1ccccc1OC(=O)CCN1C(=O)C2C3C=CC(C4CC34)C2C1=O (stereo not drawn)	93	98	95	90	101	1	95	1
O=C(O)c1ccc2c(c1)C1C=CCC1C(c1ccncc1)N2 (stereo not drawn)	113	108	114	111	109	6	103	-3
O=C(Nc1nnc(S(=O)(=O)N2CCCCC2)s1)c1ccc(Cl)cc1	103	109	110	114	105	1	99	9
CCOc1ccccc1C1CC(=O)Nc2cc(C)c(C)cc21 (stereo not drawn)	97	93	97	97	102	1	106	0
C=C(C)C(=O)Nc1cccc(C2=NOC3(C2)C[C@H](C(N)=O)N(C(=O)C(c2ccccc2)c2ccccc2)C3)c1 (stereo partly drawn)	97	110	88	120	103	91*	92	-5
CCCn1c(SCC(=O)Nc2cccc(F)c2)nc(O)cc1=O	123	89	94	89	93	0	97	-7
COc1cccc(CN2CCC(n3nccc3NC(=O)CCCc3ccccc3)CC2)c1	107	nt	98	88	103	0	116	5
CC(=O)c1ccc(N(C(=O)c2ccco2)C(C(=O)NC2CCCC2)c2ccc(N3CCOCC3)cc2)cc1 (stereo not drawn)	92	104	100	92	108	0	104	1
O=C(O)[C@@H]1[C@@H]2C[C@@H]2CN1c1ncccc1[N+](=O)[O-]	118	100	95	97	98	0	107	7
